14-3-3 PPI: 14-3-3 gamma protein interaction modulation; FP, 14-3-3gamma / TMR-pS259-Raf peptide binding; inhibition, % at 40 µM; 160,000 compounds, 0.19% hits; P61981; in the data active = inhibition above about 30%;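 also: 0% = protein plus tracer without compound and 100% = blank with tracer alone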
Target sequence (P61981 whole entry, looked up): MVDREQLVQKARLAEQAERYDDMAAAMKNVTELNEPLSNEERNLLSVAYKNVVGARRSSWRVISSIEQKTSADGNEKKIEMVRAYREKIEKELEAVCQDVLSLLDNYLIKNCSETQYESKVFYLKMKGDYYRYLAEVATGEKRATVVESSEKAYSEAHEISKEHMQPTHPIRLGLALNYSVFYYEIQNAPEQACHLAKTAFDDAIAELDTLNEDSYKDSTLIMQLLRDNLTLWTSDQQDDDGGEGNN
* = called active by the depositor; & = joins results of further samples.

The first two compounds, to show the layout:
SMILES	14-3-3 PPI
CCOC(=O)c1c(-c2ccccc2)csc1NC(=O)c1ccc2cc(OC)ccc2c1	-14
COc1cc2c(cc1OC)C(C(=O)Nc1ccc(Br)cc1C)C(c1ccccc1F)N(C)C2=O (stereo unspecified)	-4

Main list, previewed entries included:
SMILES	14-3-3 PPI
CCOC(=O)c1c(-c2ccccc2)csc1NC(=O)c1ccc2cc(OC)ccc2c1	-14
COc1cc2c(cc1OC)C(C(=O)Nc1ccc(Br)cc1C)C(c1ccccc1F)N(C)C2=O (stereo unspecified)	-4
O=C(c1nn2c(c1Cl)NC(c1ccccc1)CC2C(F)(F)F)N1CCN(c2ccc(F)cc2)CC1 (stereo unspecified)	1
CC(=O)c1cccc(NC(=O)c2oc(C)nc2C)c1	-3
Cc1ccccc1C(=O)N1CCN=C1SCc1ccccc1	4
CCC1CCCCN1C(=O)CSc1nc2nc(C)c(Cc3ccc(Cl)cc3)c(C)n2n1 (stereo unspecified)	-20
Cc1ccc(N=Cc2cc(C)c(C)c(Br)c2O)c(O)c1	4
Cc1cc(OCC(O)CN2CCOCC2)ccc1Cl (stereo unspecified)	-1
CSc1nc2ccc3nc(NC(=O)CCSc4ccccc4)sc3c2s1	-5
CC(=NS(=O)(=O)c1ccc(C)cc1)N1CCN(S(=O)(=O)c2ccccc2)C1C(C)C (stereo unspecified)	-2
Cc1cc(-c2cc(=O)[nH][nH]2)c(C)s1	-4
CCOC(=O)Cn1c(=N)n(Cc2ccccc2F)c2ccccc21	-2&-2
CC1=CC(C)(C)Nc2ccc(OC(=O)c3cccnc3)cc21	-2&5
COc1ccc(NC(=O)Cn2c3ccccc3c(=O)c3cc([N+](=O)[O-])ccc32)c(OC)c1	-6
O=C(c1ccc2c(c1)N(Cc1ccccc1)C(=O)c1ccccc1S2)N1CCCC1	-4
O=C1CC(N2CCN(c3nc4ccccc4s3)CC2)C(=O)N1Cc1cccs1 (stereo unspecified)	-4
COc1ccccc1CNc1ccc(N2CCOCC2)cc1	-9
CCCCC(=O)Nc1cccc(C(F)(F)F)c1	21
Cc1cc([N+](=O)[O-])nn1CCCC(=O)Nc1ccc(Br)cc1	-6
Cc1ccc(-c2nc(S(=O)(=O)c3ccc(Cl)cc3)c(SCC(=O)Nc3ccc(F)cc3)o2)cc1	-100
CN1CCN(c2cc(=O)n(-c3ccc(Cl)cc3)c(=O)[nH]2)CC1	1
COc1ccc(NC(=O)CSc2nnc(CN3CCOCC3)n2-c2ccccc2)cc1Cl	15
CC(C)(C)c1cc(C(C)(C)C)c2nc(-c3ccccc3O)oc2c1O	5
O=C(NC1CCCc2ccccc21)C1CCN(S(=O)(=O)N2CCCCCC2)CC1 (stereo unspecified)	-4
Fc1ccc(-c2nn3c(C4COc5ccccc5O4)nnc3s2)cc1 (stereo unspecified)	-7

Other records
SMILES	14-3-3 PPI
Cc1cn([C@H]2C[C@@H](N=[N+]=[N-])[C@@H](CO)O2)c(=O)[nH]c1=O	-2
Cc1c(Br)c([N+](=O)[O-])nn1CC(=O)Nc1sc2c(c1C(=O)OC(C)C)CCC(C)C2 (stereo unspecified)	1
CC1(C)CC(=O)c2c(O)cc(O)cc2O1	-4
Cc1ccc(C)c(N2CCN(C(=O)CC(C(=O)N3CCc4ccccc43)n3ccnc3)CC2)c1 (stereo unspecified)	-4
CC1=C(C(=O)Nc2ccccc2)C(c2ccccc2F)NC(=S)N1 (stereo unspecified)	-2
Cc1cccc(C)c1NC(=O)c1ccc(F)cc1	2
CCCCCn1c(=S)[nH]c2cc(C(=O)N3CCOCC3)ccc2c1=O	-5
CS(=O)(=O)N1CCN(C(=O)c2cccc([N+](=O)[O-])c2)CC1	-12
O=S(=O)(NCCc1c[nH]c2ccccc12)c1cccc2nsnc12	-7
CCOc1ccc2c(c1)C(=C1SC(C(C)=O)=C(c3ccccc3)S1)C(=S)C(C)(C)N2	-3
COC(=O)c1ccccc1NC(=O)c1cnn2c(C(F)F)cc(C3CC3)nc12	6
CCOC(=O)c1nnn(-c2nonc2-n2cccc2)c1CN1CCC(C)CC1	-9
CCOC(=O)c1[nH]c(=O)[nH]c1COC(=O)c1cc2ccccc2o1	-7
COc1ccc(C=Cc2cc(=O)c3cc(Cl)ccc3o2)cc1	-8
COc1cc(NS(=O)(=O)c2ccc(NC(=O)c3ccccc3I)cc2)nc(OC)n1	2
O=C(O)c1cc(C23CC4CC(CC(C4)C2)C3)ccc1O	-13
CCOC(=O)N1CCC(NC(=O)Cn2c3c(c(-c4ccccc4Cl)cc2=O)CCC3)CC1	-4
COCCN1C(=O)c2ccccc2C(C(=O)NC2CCCCC2)C1c1c[nH]c2ccccc12 (stereo unspecified)	-10
CCOC(=O)c1c(C)[nH]c(C(=O)COC(=O)c2cnc(C)cn2)c1C	-13
O=C1CCC(=O)N1CC(=O)N(c1ccccc1)c1ccccc1	-21
CC(=O)N1CCN(C(=O)CCc2c[nH]c3ccccc23)CC1	-6
CC(C)(C)OC(=O)N1CCOCCOCCN(C(=O)OC(C)(C)C)CCOCC1	0
CCn1c(COc2ccccc2)nnc1SCC(=O)Nc1cc(OC)ccc1OC	-3
O=C(O)C(=O)Nc1ccc(NC(=O)C(c2ccccc2)c2ccccc2)cc1	-19
COc1ccc(-n2c(C=Cc3cccc4ccccc34)nc3ccccc3c2=O)c(OC)c1	4

Later entries:
SMILES	14-3-3 PPI
Cc1nc2sc3ccccc3c2s1	-3
O=C(NCc1ccccn1)c1ccc(Cl)cc1Cl	-6
CN1C2=C(C(=O)CC(C)(C)C2)C(c2cccc(O)c2)C2=C1CC(C)(C)CC2=O	-11
N=C1CCCN1CC(=O)c1ccccc1	-8
O=C(C1CCN(S(=O)(=O)c2cnc[nH]2)CC1)N1CCC(N2CCCCC2)CC1	-2
COc1cc(C2C(C(=O)C(C)(C)C)N3C=Cc4ccccc4C3C2(C#N)C#N)cc(OC)c1OC (stereo unspecified)	-10
NC(N)=Nc1nc2cc([N+](=O)[O-])ccc2o1	2
CN1C(=O)c2c(sc3c2CCCC3)NC1c1ccccc1O (stereo unspecified)	-7
Cc1cc(NC(=O)c2cnn3cccnc23)n(-c2ccccc2)n1	4
Cc1ccc(C(C)C)c(OCCNC(=O)Cc2cccc3ccccc23)c1	-14
COc1cc(-c2cc(-c3ccccc3)nc3sc(C(=O)O)c(N)c23)cc(OC)c1OC	-5
Cc1cc(C)cc(-c2nnc(SCC(=O)NCc3cccs3)o2)c1	-3
CCCCOc1ccc(NC(=O)CN2CCN(C(=O)OCC)CC2)cc1	-2
COc1cc2c(cc1OC)C(C(=O)Nc1cnc3ccccc3c1)C1c3ccccc3CCN1C2=O (stereo unspecified)	-7
CCCCCCCNC1=CC(=O)CC(c2ccccc2)C1 (stereo unspecified)	-13
CCOC(=O)CSc1nc2sc3c(c2c(=O)n1CCc1ccccc1)CC(C)(C)OC3	-3
Cc1ccsc1C=Nc1sc2c(c1C#N)CCCC2	0
CCOc1ccc2nc(NC(=O)CCS(=O)(=O)c3ccc(Br)s3)sc2c1	-7
COc1cc(C(=O)N2CCN(C(=O)CCC3CCCC3)CC2)cc(OC)c1OC	-4
CC(=O)Oc1ccc2cc(-c3ccc4c(c3)OCCO4)c(=O)oc2c1	3
O=C(NCCn1cc(SCc2ccccc2)c2ccccc21)c1cccs1	-1
CCOC(=O)c1cc2c(=O)n3ccccc3nc2n(C(C)C)c1=NC(=O)c1ccccc1[N+](=O)[O-]	-2
COc1ccc(N2C(=O)CC(Cc3ccccc3)C2=O)cc1 (stereo unspecified)	-5
COc1ccc2sc(NC(=O)c3ccc([N+](=O)[O-])c(C)c3)nc2c1	-12
Cc1ccc(CCN2CC(C(=O)NCCN3CCCC3)CC2=O)cc1 (stereo unspecified)	-3

(next part)
SMILES	14-3-3 PPI
CCCOc1ccc(OC(=O)c2cccc(C(=O)OC(C)C)n2)cc1	3
COC(=O)C(C)Sc1nnc(Cc2cc(=O)[nH]c(=O)[nH]2)n1-c1ccc(Cl)cc1 (stereo unspecified)	3
CC1=C(C(=O)OCC(C)C)C(c2ccc(C(C)C)cc2)N2C(=O)C(C)SC2=N1 (stereo unspecified)	-1
Cc1ccc(NC(=O)c2ccccc2F)c([N+](=O)[O-])c1	-3
O=C(Nc1cccc(Cl)c1)C1CCCN(S(=O)(=O)c2cnc[nH]2)C1 (stereo unspecified)	1
CC(=O)N1CCc2cc(S(=O)(=O)CCC(=O)Nc3cccc(C(=O)O)c3)ccc21	11
CCOc1ccc(NCCC(=O)c2ccc3c(c2)OCO3)cc1	-4
CSc1nnnn1CCn1nnnc1SC	3
Cc1cccc(NC(=O)CSc2nccn2C)c1C	1
COc1ccccc1N1CCN(CCc2n[nH]c(=S)n2-c2ccccc2)CC1	-5
COc1ccc(C)cc1C(=O)C1CC(C(=O)O)C(C)(C)C1C (stereo unspecified)	1&1
O=C1CCCC2=C1C1(CCCC1)N=C(Nc1nc3ccccc3o1)N2	2
Cc1cc(-n2c(C)cc(C(=O)CN3C(=O)NC4(CCCCC4C)C3=O)c2C)no1 (stereo unspecified)	-25
COc1ccc(S(=O)(=O)N2CCC(n3cnc4cc(C(F)(F)F)ccc43)CC2)cc1	0
Cc1cc(=O)oc2c3c(ccc12)OCC3=O	0
COc1cccc(-c2nc(CS(=O)CC(=O)NCCCOC(C)C)c(C)o2)c1 (stereo unspecified)	-2
COc1ccc(-n2c(C=Cc3cccc(OC)c3OC)nc3ccccc3c2=O)cc1Cl	2
C=CCN(CC=C)S(=O)(=O)c1nc2nc(C)cc(C)n2n1	2
CCCS(=O)(=O)N1CCCC(C(=O)NCCc2ccc(OC)c(OC)c2)C1 (stereo unspecified)	1
COc1ccc(C2CC(=O)C3=C(C2)Nc2ccccc2NC3c2ccc(SC)cc2)cc1OC (stereo unspecified)	-5
Cc1ccc(N(C(=O)c2ccc3c(c2)OCO3)C2C=CS(=O)(=O)C2)cc1 (stereo unspecified)	-3
NC(N)=[N+]1CCc2ccccc2C1	0
COc1ccc(NC(=O)c2ccco2)cc1N	5
CCOC(=O)Cc1csc(NC(=O)COc2ccc(OC)cc2)n1	7
Cc1cccc(C)c1NC(=O)c1nccnc1C(=O)O	-1

(continued)
SMILES	14-3-3 PPI
O=C(Nc1ccccc1C(F)(F)F)c1cc2n(n1)C(C(F)(F)F)CC(c1ccc3c(c1)OCO3)N2 (stereo unspecified)	2
O=C(c1ccccc1)C1CN(Cc2ccccc2)CCC1(O)c1ccccc1 (stereo unspecified)	-5
c1ccc2c(c1)[nH]c1c(N3CCSCC3)ncnc12	-3
N=C(c1n[nH]nc1Cl)N1CCCCC1	-71
Cn1c(=O)c2c(nc(NC3CCCCC3)n2Cc2ccccc2F)n(C)c1=O	-2
O=C(O)CNC(=O)c1ccc(Br)cc1	-2
CCCN(CCC)C(=O)Cn1c(=O)n(-c2cccc(C(F)(F)F)c2)c(=O)c2c(C)c(C)sc21	4
CCOc1ccc(C(=O)N2CC(=O)Nc3ccc(F)cc3C2c2ccccc2)cc1 (stereo unspecified)	-3
Cn1c(=O)n(CC(=O)N2CCOCC2)c2ccccc21	-2
CC(=O)NC(c1ccc(C(C)C)cc1)c1ccc2cccnc2c1O (stereo unspecified)	5
Cc1ccc(Oc2cccc(N3C(=O)c4cccc([N+](=O)[O-])c4C3=O)c2)cc1C	-9
CCc1c(C)sc(NC(=O)c2cc(-c3ccco3)on2)c1C#N	-12
CCOc1ccc2c(C)c(Cc3ccccc3)c(=O)oc2c1I	12
O=C(O)CN1C(=O)C2C3C=CC(C4CC34)C2C1=O (stereo unspecified)	-3
Cc1ccccc1OCc1nc(-c2ccc(NC(=O)c3ccncc3)cc2)no1	-51
Cc1ccc(Sc2c(C)nn(C(=O)c3ccc(F)cc3)c2C)cc1	-3
Ic1ccc(NC2=NC3(CCCCC3)Cc3ccccc32)cc1	4
Cc1nc(N)sc1-c1csc(Nc2ccc(C(=O)O)cc2)n1	-44
O=[N+]([O-])c1ccc2nonc2c1NC1CCCCC1	6
CN(CCCNc1nc(=S)[nH]c2ccccc12)Cc1ccccc1	-5
Cc1ccc2c(c1)N(CC(=O)c1cccc(Cl)c1)C(=O)C(C)O2 (stereo unspecified)	-6
CCc1nc(SCC(=O)Nc2cc(C)on2)c2c(C)c(C)sc2n1	-3
Cc1ccccc1-n1nnnc1-c1ccccc1	-4
CCOC(=O)C1=C(C)NC2=C(C(=O)CC(C)(C)C2)C1c1cc(CC)sc1SCC (stereo unspecified)	-3

A different layout for 20 compounds above:
Compound | 14-3-3 PPI
Cn1c(=O)c2c(nc(NC3CCCCC3)n2Cc2ccccc2F)n(C)c1=O | -2
O=C(O)CNC(=O)c1ccc(Br)cc1 | -2
CCCN(CCC)C(=O)Cn1c(=O)n(-c2cccc(C(F)(F)F)c2)c(=O)c2c(C)c(C)sc21 | 4
CCOc1ccc(C(=O)N2CC(=O)Nc3ccc(F)cc3C2c2ccccc2)cc1 (stereo unspecified) | -3
Cn1c(=O)n(CC(=O)N2CCOCC2)c2ccccc21 | -2
CC(=O)NC(c1ccc(C(C)C)cc1)c1ccc2cccnc2c1O (stereo unspecified) | 5
Cc1ccc(Oc2cccc(N3C(=O)c4cccc([N+](=O)[O-])c4C3=O)c2)cc1C | -9
CCc1c(C)sc(NC(=O)c2cc(-c3ccco3)on2)c1C#N | -12
CCOc1ccc2c(C)c(Cc3ccccc3)c(=O)oc2c1I | 12
O=C(O)CN1C(=O)C2C3C=CC(C4CC34)C2C1=O (stereo unspecified) | -3
Cc1ccccc1OCc1nc(-c2ccc(NC(=O)c3ccncc3)cc2)no1 | -51
Cc1ccc(Sc2c(C)nn(C(=O)c3ccc(F)cc3)c2C)cc1 | -3
Ic1ccc(NC2=NC3(CCCCC3)Cc3ccccc32)cc1 | 4
Cc1nc(N)sc1-c1csc(Nc2ccc(C(=O)O)cc2)n1 | -44
O=[N+]([O-])c1ccc2nonc2c1NC1CCCCC1 | 6
CN(CCCNc1nc(=S)[nH]c2ccccc12)Cc1ccccc1 | -5
Cc1ccc2c(c1)N(CC(=O)c1cccc(Cl)c1)C(=O)C(C)O2 (stereo unspecified) | -6
CCc1nc(SCC(=O)Nc2cc(C)on2)c2c(C)c(C)sc2n1 | -3
Cc1ccccc1-n1nnnc1-c1ccccc1 | -4
CCOC(=O)C1=C(C)NC2=C(C(=O)CC(C)(C)C2)C1c1cc(CC)sc1SCC (stereo unspecified) | -3

Screening results (PubChem BioAssay)

Some of the compounds tested; rates above refer to the full screens.
